14-3-3g Raf – modulators of human 14-3-3 gamma - Raf peptide interaction; P61981; FP, 14-3-3gamma / TMR-pS259-Raf peptide binding; inhibition, % at 40 µM; 160,000 tested, 0.19% active; in the data active = inhibition above about 30%;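 also: 0% = protein plus tracer without compound and 100% = blank with tracer alone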
Target sequence (P61981 whole entry, looked up): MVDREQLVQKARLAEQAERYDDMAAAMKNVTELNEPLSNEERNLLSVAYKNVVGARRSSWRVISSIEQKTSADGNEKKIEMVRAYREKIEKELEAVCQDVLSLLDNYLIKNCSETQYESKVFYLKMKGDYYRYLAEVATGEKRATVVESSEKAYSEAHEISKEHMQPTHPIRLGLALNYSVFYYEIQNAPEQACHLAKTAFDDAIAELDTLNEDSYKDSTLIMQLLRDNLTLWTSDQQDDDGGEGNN
Numbers without * were called inactive; & = joins results of further samples. Some of the compounds tested (hit frequency here may not be typical).

Preview (2 entries):
14-3-3g Raf,mol
-20,Cc1ccc(CCNC(=O)c2cc(-c3ccccn3)nc3ccc(S(=O)(=O)N4CCC(C)CC4)cc23)cc1
-6,COc1ccccc1Nc1nnc(-c2cc3c(CO)cnc(C)c3oc2=O)s1

All compounds of this part, from the start:
14-3-3g Raf,mol
-20,Cc1ccc(CCNC(=O)c2cc(-c3ccccn3)nc3ccc(S(=O)(=O)N4CCC(C)CC4)cc23)cc1
-6,COc1ccccc1Nc1nnc(-c2cc3c(CO)cnc(C)c3oc2=O)s1
-10,Cc1cccc(OCC(=O)Nc2ccc(S(=O)(=O)Nc3nccs3)cc2)c1
-4,CC1CCCCC1NC(=O)CC1Sc2ccccc2NC1=O (stereo unspecified)
-3,CCCCNC(=O)C1CCCN1C(=O)Nc1cccc(OC)c1 (stereo unspecified)
-397,COc1ccc(C2=NN(S(C)(=O)=O)C(c3ccccc3OC)C2)cc1 (stereo unspecified)
5,OCCN1CCN(C2CCN(C3CC4CCC3C4)CC2)CC1 (stereo unspecified)
1,COc1ccc2oc(=O)c(-c3nnc(Nc4cccc(C(F)(F)F)c4)s3)cc2c1
-4,Cc1cc(NC(=O)CCC(=O)N(CC(=O)NC2CCCC2)Cc2ccccc2Cl)no1
-16,O=C(CN1C(=O)COc2ccc(Cl)cc21)NCc1ccco1
-9,O=C(Nc1cccc2nsnc12)c1ccc(Cl)cc1
0,CC1CN(c2nc3c(c(=O)n(Cc4ccc(Cl)cc4)c(=O)n3C)n2C)CC(C)O1 (stereo unspecified)
-1&2,COC(=O)C1=C(C)Nc2nnnn2C1c1cc(OC)ccc1OC (stereo unspecified)
-6,O=[N+]([O-])c1cnc(Nc2ccc(Cl)cc2)c([N+](=O)[O-])c1
-24,CC(C)NC(=O)c1cc(C(=O)c2cc(Cl)ccc2O)coc1=N
10,COc1ccc(NC(=O)c2cnn3c(C(F)(F)F)cc(-c4ccc(F)cc4)nc23)c(OC)c1
1,Cc1sc(NC(=O)CSc2nc(N)n(CC(=O)c3ccccc3)n2)c(C#N)c1C
0,Cn1nc(CC(=O)N2CCN(c3ccccc3)CC2)c2ccccc2c1=O
-2,CCN(c1ccccc1)S(=O)(=O)c1ccc2[nH]cc(C(=O)NCc3ccco3)c(=O)c2c1
-3,Cc1nc2ccc(NC(=O)C3CCN(S(=O)(=O)c4cccs4)CC3)cc2s1
-1,Cc1nn(-c2ccccc2)c(OC(=O)c2ccccc2[N+](=O)[O-])c1Sc1ccccc1[N+](=O)[O-]
-4,Clc1ccc(-c2ncnn2-c2cccc(Cl)c2)cc1
-5,COc1ccc(S(=O)(=O)NCCC(=O)NCC2CCCO2)cc1 (stereo unspecified)
-4,Cn1c(CS(=O)(=O)c2ccc(Cl)cc2)c(C#N)c2ccccc21
-2,CCCCCC(=O)N1CCN(CCN=CC2=C(O)CC(c3ccc(OC)c(OC)c3)CC2=O)CC1 (stereo unspecified)
-6,COc1cc(Cl)c(C)cc1NC(=O)c1coc(=O)c2ccccc12
5,CCn1c(COc2ccccc2C)nnc1SCC(=O)N1CCCCC1
-6,O=C(CSc1nc2ccccc2s1)Nc1ccc(F)cc1
2,Cc1ccc(C(=O)NCCCNCCCN(C)C)cn1
-18,CCOC(=O)c1c(NC(=O)C2CCCC2)sc(C(C)=O)c1C
-5,CCOC(=O)C1CCN(S(=O)(=O)c2ccc(-n3cnnn3)c(C)c2)CC1
-6,Cc1cc(NS(=O)(=O)c2ccc([N+](=O)[O-])cc2)no1
-331,COc1ccc(C2=NN(S(C)(=O)=O)C(c3ccc(Cl)cc3)C2)cc1 (stereo unspecified)
-53,CC(=O)N1C(=O)C(=O)c2cc(C)c(Br)cc21
1,Cc1c(C)c2cc(Cl)c(O)c(CN3CCN(C)CC3)c2oc1=O
-3,O=C(Nc1ccc(F)cc1)C1CCCN(S(=O)(=O)c2cccc3cccnc23)C1 (stereo unspecified)
-9,CCOC(=O)c1cc2c(=O)n3ccccc3nc2n(C2CCCCC2)c1=NC(C)=O
2,CCN(CC)S(=O)(=O)c1ccc(Nc2cc(C)nc3ncnn23)cc1
-2,Cn1c(Cc2csc(N)n2)nnc1SC/C=C/c1ccccc1
-6,CN1CCN(C(=O)C2(NC(=O)Nc3cccc(F)c3)CCCCC2)CC1
-13,CC1(C)CC2CC(C)(CN2C(=O)Nc2ccc3nsnc3c2)C1 (stereo unspecified)
-23,COc1ccc(N2C(=O)c3ccc(C(=O)Nc4ccccc4C(=O)O)cc3C2=O)cc1
-8,c1ccc(-c2[nH]c3ccccc3c2C(c2ccccn2)N2CCCC2)cc1 (stereo unspecified)
-1,O=C(O)C(Cc1ccco1)P(=O)(O)CN1CCOCC1 (stereo unspecified)
-11,CC(C)(C)c1cc(Br)ccc1OCC(=O)Nc1ccc2c(c1)OCCO2
-7,Cc1ccc(C)c(Cn2c(CN3CC(C)OC(C)C3)nc3c2c(=O)n(C)c(=O)n3C)c1 (stereo unspecified)
-26,Cc1ccc(-c2nnc(Nc3ccc(Br)cc3)c3ccccc23)cc1S(=O)(=O)N1CCN(C)CC1
1,Cc1cc(SCc2ccccc2)n2ncnc2n1
-1,C=CCn1c(SCC(=O)Nc2ccc3c(c2)OCO3)nnc1-c1ccccc1
-8,CCCc1cc(N2CCCC2)n2nc(C)c(-c3ccccc3)c2n1

Further entries
14-3-3g Raf,mol
0,CCN(CC)C(=O)COC(=O)c1ccc(O)cc1
-6,CN(C)CCCN1C(=O)CCCCc2sc3c(c21)CCCC3
-14,N#Cc1c2c(c(N3CCCC3)n3c1nc1ccccc13)CCC2
-4,Cc1cc(C)c(NC(=O)C[C@H](CC(=O)O)c2cccc3ccccc23)c(C(=O)N2CCC3(CCCC3)CC2)c1
-13,Cc1ccc2cc(C)c(Nc3ccccc3)nc2c1
1,N#Cc1nc(-c2ccco2)oc1NCCCn1ccnc1
2,CC1=C(C(=O)OCCOc2ccccc2)C(c2cc3c(cc2Cl)OCO3)C2=C(CC(C)(C)CC2=O)N1 (stereo unspecified)
-1,NC(=O)C1CCN(Cc2nc(-c3ccccc3)no2)CC1
-7,CCOC(=O)N1CCN(C(=O)CCN2C(=O)COc3ccccc32)CC1
-4,O=S(=O)(N=C(Nc1cccc2ccccc12)c1ccccc1)c1ccc(Cl)cc1

Sorted by the number under 14-3-3g Raf (ascending): some entries from above
14-3-3g Raf,mol
-23,COc1ccc(N2C(=O)c3ccc(C(=O)Nc4ccccc4C(=O)O)cc3C2=O)cc1
-6,COc1ccccc1Nc1nnc(-c2cc3c(CO)cnc(C)c3oc2=O)s1
2,CC1=C(C(=O)OCCOc2ccccc2)C(c2cc3c(cc2Cl)OCO3)C2=C(CC(C)(C)CC2=O)N1 (stereo unspecified)

Next section
14-3-3g Raf,mol
-1,CCOc1ccc(N2C(=O)Nc3ccc(Br)cc3C2(O)C(=O)NC2CCCC(C)C2C)cc1 (stereo unspecified)
1,COc1ccc(C2C(C(=O)NCc3ccccc3OC)CC(=O)N2c2ccc(OC)cc2)cc1 (stereo unspecified)
-3,Cc1ccc(Cn2c(=O)n(-c3cccc(C)c3)c(=O)c3ccccc32)cc1
-6,CN1CCc2cc(NC(=O)Nc3cccnc3)ccc21
-7,O=C(NCc1ccco1)c1cccn2c(=O)c3cc(Cl)ccc3nc12
2,CCCCCCc1cc2c(C(F)(F)F)cc(=O)oc2cc1OC(C)=O
-1,O=C(NCC1CCCO1)C1CCN(S(=O)(=O)c2cccc3cccnc23)CC1 (stereo unspecified)
-1,CC(C)(C)n1nc2c(c1NC(=O)c1cccc(C(F)(F)F)c1)CS(=O)(=O)C2
-5,O=[N+]([O-])c1ccc(N2CCOCC2)c(S(=O)(=O)N2CCOCC2)c1
8,CCN(c1cccc(C)c1)S(=O)(=O)c1ccc2c(c1)CCCN2C(C)=O
1,COC(=O)c1ccc2c(=O)n(CCCN3CCOCC3)c(=S)[nH]c2c1
-2,CC(C)Cc1c(O)nc(SCC(=O)NCc2ccco2)[nH]c1=O
7,Cc1cccc(NC(=O)c2cc3c(ccc4ccccc43)oc2=O)n1
1,Cc1cc2cc(CCNC(=O)c3ccc([N+](=O)[O-])cc3)c(=O)[nH]c2cc1C
-7,Cc1ccc(-c2nnc(Nc3cccc(Br)c3)c3ccccc23)cc1S(=O)(=O)N1CCOCC1
-3,O=C1CC(N2CCC(c3nc4ccccc4s3)CC2)C(=O)N1 (stereo unspecified)
-11,COc1cccc(C2C=C(c3ccc(Br)s3)Nc3ncnn32)c1OC (stereo unspecified)
-3,CCOc1cc(C2C3=C(CCCC3=O)N(CC)C3=C2C(=O)CCC3)cc(Cl)c1O
-1,CCOC(=O)Cc1c(C)nc2cc(-c3ccc(C)cc3)[nH]n2c1=O
-7,CCCn1nnc(NC(=O)c2cccc(OCC)c2)n1
-22,COC(=O)c1sc(NC(=O)c2c(-c3ccccc3)noc2C)c(C(=O)OC)c1C
-5&5,O=C(O)CCc1nn2c3ccccc3nc2n(CCN2CCCCC2)c1=O
0&-1,COc1ccc(CN2CCC(=O)NC2=O)cc1
7,O=C(Oc1ccc(N2C(=O)c3ccccc3C2=O)cc1)c1ccccc1[N+](=O)[O-]
-10&-1,O=C(CCCn1c(=O)c2ccccc2n(Cc2ccccc2)c1=O)NCc1ccco1
-7,Cn1c(NC(=O)c2cc(Br)ccc2Cl)cc(=O)n(C)c1=O
-6,Cn1c(=O)[nH]c(=O)c2c1nc(CN1CCN(c3cccc(Cl)c3)CC1)n2CCc1ccccc1
-7,CCOC(=O)N1CCN(C(=O)Cn2ccc3ccccc3c2=O)CC1
0&-5,CSc1cccc(NC(=O)C2CCN(S(=O)(=O)c3ccc(F)cc3)CC2)c1
-7,COc1ccc(Br)cc1CNc1ccc(O)cc1
2,O=C(NCCC1=CCCCC1)c1ccc(NCC2CCCO2)c([N+](=O)[O-])c1 (stereo unspecified)
-70,COC(=O)C1=C(N)N(c2ccc(C)cc2)C2=C(C(=O)CCC2)C1c1ccc(OC)cc1 (stereo unspecified)
0,Cc1ccc(-c2nn3c(=O)c4ccccc4nc3c3ccccc23)cc1C
-5,CCOC(=O)c1c(-c2ccccc2)csc1NC(=O)CSc1cc(C)c2ccccc2n1
-1,O=c1oc2c3c4c(cc2s1)CCCN4CCC3
-17,CCOC(=O)c1c(C)oc2c(Br)cc(NS(=O)(=O)c3ccc(Cl)cc3)cc12
-6,Cc1cccc(N(CCCN2C(=O)c3cccc4cccc(c34)C2=O)C(=O)c2ccc(F)cc2)c1
0,CC(C)(C)Nc1nc(Oc2ccc(=O)n(-c3ccccc3)n2)nc(N2CCOCC2)n1
-1,c1ccc(Cn2c3ccccc3n3nc(-c4ccccc4)nc23)cc1
3,CCC(NS(=O)(=O)c1ccc(OC)c(OC)c1)C12CC3CC(CC(C3)C1)C2 (stereo unspecified)

By substructure, the compounds so far with a nitro group on carbon.
14-3-3g Raf,mol
-6,O=[N+]([O-])c1cnc(Nc2ccc(Cl)cc2)c([N+](=O)[O-])c1
-1,Cc1nn(-c2ccccc2)c(OC(=O)c2ccccc2[N+](=O)[O-])c1Sc1ccccc1[N+](=O)[O-]
-6,Cc1cc(NS(=O)(=O)c2ccc([N+](=O)[O-])cc2)no1
-5,O=[N+]([O-])c1ccc(N2CCOCC2)c(S(=O)(=O)N2CCOCC2)c1
1,Cc1cc2cc(CCNC(=O)c3ccc([N+](=O)[O-])cc3)c(=O)[nH]c2cc1C
7,O=C(Oc1ccc(N2C(=O)c3ccccc3C2=O)cc1)c1ccccc1[N+](=O)[O-]
2,O=C(NCCC1=CCCCC1)c1ccc(NCC2CCCO2)c([N+](=O)[O-])c1 (stereo unspecified)

Continued.
14-3-3g Raf,mol
-3,S=c1[nH]nc(CCc2ccccc2)n1Cc1ccccc1
3,CC1(C)C=C(C=Cc2ccccc2)NC(=S)N1
-7,CCOc1ccc2nc(NC(=O)C3CCCN(S(=O)(=O)c4ccc(Br)s4)C3)sc2c1 (stereo unspecified)
-8,CC(C)(C)NC(=O)c1cc2nc(-c3cccs3)cc(C(F)(F)F)n2n1
1,Cc1coc2cc3oc(=O)c4c(c3cc12)CCCC4
3,CN(C)CCOCCOCCN(C)C
0,COc1ccc(CCC2(C)NC(=O)NC2=O)cc1 (stereo unspecified)
-14,O=C(Nc1ccc(O)c(-c2nc3ccccc3s2)c1)c1cccc(Br)c1
-188,COc1ccc(-c2cn(-c3cccc(SC)c3)c(=O)[nH]2)cc1
8,COC(=O)C(NC(=O)c1ccccc1)(Nc1nccs1)C(F)(F)F (stereo unspecified)
-22,CCCn1c(C)nc2c(c1=O)c1nc3ccccc3nc1n2CCC1=CCCCC1
6,CC(C)(C)c1ccc(OCc2nc(-c3ccccn3)no2)c(Br)c1
-14,CCOc1ccc(CC(=O)NCCn2c(C)cc3ccccc32)cc1
-8,N/C(=N\c1nc2ccccc2o1)NC(=O)c1ccccc1[N+](=O)[O-]
-2&-7,COC(=O)C1(S(=O)(=O)c2cccc3nsnc23)CC1
-11,OC(COCC1COc2ccccc2O1)CN1CCN(c2ccccc2F)CC1 (stereo unspecified)
-44&-11,Cc1cc(C(=O)Nc2sc3c(c2C#N)CCC3)no1
-6,CC1(C(=O)NCc2ccco2)CC2c3ccccc3C1c1ccccc12 (stereo unspecified)
0,O=C1Nc2ccc(Br)cc2C1(O)Cc1ccncc1 (stereo unspecified)
-1,O=C(CSc1nnc2sc3ccccc3n12)NCc1ccc2c(c1)OCO2
-5,Cc1ccc(CNS(=O)(=O)c2ccc3nc(-c4ccccc4)[nH]c3c2)cc1
-2,CC(=O)c1cc2c(cc1NC(=NS(=O)(=O)c1ccc(C)cc1)c1ccc(F)cc1)OCO2
-11,Cc1nccn1CC(=O)N1c2ccccc2Sc2ccccc21
-11,CC(C)CC(=O)N/C(N)=N/c1nc2ccccc2o1
-4,O=C(c1ccc(COCC(F)(F)F)cc1)N1CCCC1
-7,O=C1c2ccccc2NC(c2ccccc2Cl)N1c1ccc(F)cc1 (stereo unspecified)
-11,OCCn1c(-c2ccc(I)cc2)csc1=Nc1cccc(Cl)c1
-3,CN1C(=O)CC(C(=O)O)SC1=Nc1ccc(Br)cc1 (stereo unspecified)
-7,Cc1nc2nc(SCC(=O)NCc3cccs3)nn2c(C)c1Cc1ccccc1
3,CC(=O)N1N=C(c2ccc(Br)cc2)CC1c1ccc(N(C)C)cc1 (stereo unspecified)
1,O=S1(=O)c2ccccc2NC(c2ccccc2C(F)(F)F)N1Cc1ccccc1 (stereo unspecified)
